Compound activity: PubChem, several laboratories
Salmonella PhoP GFP: PhoP-dependent GFP reporter repression – Salmonella Typhimurium, primary screen (AID 1863); one-dose inhibition, % at 50 µM; IC50 in µM for titrated hits; 0.16% of 300,000 active; S. Typhimurium PhoP-regulated promoter GFP reporter, 4 h; higher % means a stronger effect;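 active = inhibition over 29.93%, a cutoff 3 SD above the screen mean, later confirmed by dose response; inconclusive = inhibition over 29.93% but no dose response follow-up; inactive = inhibition at most 29.93% or unconfirmed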;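 also: 0% = low Mg2+ inducing control and 100% = high Mg2+ repressing control; strong numbers were not always called active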
TNAP activation fold: stimulation of alkaline phosphatase TNAP activity – biochemical, luminescent, no phosphate acceptor, uHTS, primary screen (AID 1001); activation fold at 20 µM; hits with a dose series show EC50 in µM; purified TNAP, luminescent activation assay, no phosphate acceptor; higher activation fold means a stronger effect; 0.03% of 200,000 active; in the data active = activation fold from about 3, or a potency from the dose series; inactive = the rest, 99 in 100 with activation fold below about 1.6; also: many of its hits are not listed in these tables
Insulin prom up: MIN6 insulin promoter up-regulation | MIN6 insulin promoter-GFP reporter, high-content imaging; stronger effect = higher value | z-score at 5 µM | 0.3% of 190,000 active | AID 1625;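 active = z-score above 3 at 5 µM with at least 500 cells counted in the well; inconclusive = wells under 500 cells, flagged as cytotoxic or low count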
human PMI inhibition: inhibitors of human PMI, primary screen, biochemical, fluorescence intensity, coupled assay (AID 1209); purified PMI enzyme, coupled fluorescence intensity; higher % means a stronger effect; inhibition, % at 20 µM, or IC50 in µM where a hit was titrated; 0.42% of 190,000 active;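 also: plate controls were DMSO vehicle for no effect and wells lacking substrate for full effect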
RSV antiviral HEp-2: RSV antiviral activity via CPE protection, HEp-2 cells, primary 10 µM value included (AID 2391) | HEp-2 cells, RSV-induced CPE inhibition; higher % means a stronger effect | CPE inhibition, % at 10 µM, or IC50 in µM where a hit was titrated | 0.13% of 310,000 active; in the data active = a potency from the dose series; inconclusive = CPE inhibition mostly from about 23% at the one dose, without a potency; inactive = the rest, 99 in 100 with CPE inhibition below about 21%; also: strong numbers were not always called active
human PMI inhibitors: MPI inhibition at elevated mannose 6-phosphate – biochemical, fluorescence intensity, high mannose 6-phosphate, primary screen (AID 1220) | recombinant PMI enzyme, coupled fluorescence intensity; higher % means a stronger effect | inhibition, % at 20 µM; hits with a dose series show IC50 in µM | 0.66% of 190,000 active
West Nile antiviral: inhibition of WNV-induced cytopathic effect – cell-based, CPE readout (AID 1621). West Nile virus-infected cells, CPE inhibition; higher % means a stronger effect. CPE inhibition, % at 10 µM; hits with a dose series show IC50 in µM. 0.02% of 290,000 active; in the data active = a potency from the dose series; inconclusive = CPE inhibition mostly from about 3.7% at the one dose, without a potency; inactive = the rest, 99 in 100 with CPE inhibition below about 2.2%; also: strong numbers were not always called active
CSM14.1 death rescue: rescue of cells from ER stress-induced death, primary screen, 384-well, CSM14.1, thapsigargin, ATP luminescence (AID 1222); CSM14.1 thapsigargin-induced death rescue, ATP luminescence; higher % means a stronger effect; cellular ATP content (survival), % at 20 µM; hits with a dose series show EC50 in µM; 190,000 tested, under 10 active;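 active = EC50 below 50 µM in the dose-response confirmation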;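 also: death triggered by thapsigargin at about 15 µM added after 2 h compound pretreatment; cell ATP read after overnight thapsigargin exposure of roughly 18 to 22 hours; normalized against plate controls of thapsigargin alone and 5% DMSO vehicle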
Large T inhibition: SV40 large T antigen inhibitors, biochemical (AID 1903). SV40 large T antigen ATPase/helicase inhibition assay; higher % means a stronger effect. one-dose inhibition, % at 20 µM; IC50 in µM for titrated hits. 0.39% of 310,000 active; in the data active = a potency from the dose series; inconclusive = inhibition mostly from about 32% at the one dose, without a potency; inactive = the rest, 99 in 100 with inhibition below about 32%; also: strong numbers were not always called active
Insulin prom up cell count: further read-out of Insulin prom up, marked with its call; cell count; measured here: cytotoxicity, nuclei count;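 total cells summed across four imaged fields per well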
An asterisk follows results filed as active; ? = inconclusive; . = not tested or not shown. Rule as the data show it, unless noted: active = inhibition above about 50%; inactive = the rest. No enrichment for hits; any-hit rate near 1.5%.

Values run as follows: Salmonella PhoP GFP	TNAP activation fold	Insulin prom up	Insulin prom up cell count	human PMI inhibition	RSV antiviral HEp-2	human PMI inhibitors	West Nile antiviral	CSM14.1 death rescue	Large T inhibition
> O=C(CSc1nnnn1-c1ccccc1F)Nc1nc2ccccc2s1
  0%	1	0.01	917	9%	-1.0%	9%	1.2%	0.9%	4%
> COc1cc(C(=O)OC2CCOC2=O)cc(Cl)c1OC (stereo not given)
  -3%	.	.	.	.	2.2%	.	0.3%	.	6%
> O=c1[nH]cccc1-c1nc2cc(Cl)ccc2n1Cc1ccccc1
  5%	.	.	.	.	1.2%	.	-0.9%	.	22%
> COc1ccccc1NC(=S)NC(=O)c1c(-c2ccccc2Cl)noc1C
  -9%	1	-0.33	1516	21%	18%	20%	-0.4%	0.4%	7%
> COc1ccc(CN2CCN(c3ncccn3)CC2)c(OC)c1
  8%	1.2	-1.4	1134	8%	0.2%	4%	-0.6%	-2.6%	4%
> CC1CC(C)CN(S(=O)(=O)c2ccc(C(=O)N3CCCC3)cc2)C1 (stereo not given)
  -4%	.	.	.	.	-0.2%	.	-0.3%	.	-3%
> O=C(O)CN1C(=O)CNC1=O
  1%	1.1	.	.	4%	1.1%	1%	0.9%	-2.0%	11%
> COc1ccc(C(NC(C)=O)c2nccc3cc(OC)c(OC)cc23)cc1OC (stereo not given)
  -2%	.	.	.	.	4.0%	.	-0.5%	.	12%
> Cc1cccc(-c2cc(C(=O)NCc3ccccn3)c3ccccc3n2)c1
  3%	1.1	0.96	1536	11%	1.9%	4%	0.0%	3.6%	-1%
> O=C(COC(=O)CSc1nnc(-c2ccc(Cl)cc2)o1)Nc1cc(Cl)cc(Cl)c1
  -1%	1.1	-0.42	1517	15%	0.6%	4%	-0.5%	-3.5%	-3%
> Nc1ccc(S(=O)(=O)NNC(=O)C(=O)NNc2ccccc2)cc1
  -7%	0.8	-0.35	1430	-64%	-0.5%	-132%	-0.7%	-3.3%	18%
> CC(C)(C)NC(=O)CSc1nc2ccccc2n1-c1ccccc1
  8%	1.1	.	.	13%	-0.8%	4%	-0.1%	7.0%	7%
> CC(=O)c1cc2c(cc1N/C(=N/S(=O)(=O)c1ccc(Br)cc1)c1ccccc1)OCO2
  -3%	1.1	0.32	1223	0%	3.9%	-3%	0.9%	-18%	12%
> CCCCN(Cc1ccccc1)S(=O)(=O)c1ccc2[nH]c(=O)oc2c1
  -1%	1	0.85	1210	14%	1.1%	17%	0.2%	-0.8%	1%
> COc1ccc(C(OC(=O)c2ccco2)C(=O)NC2CCCCC2)cc1 (stereo not given)
  -1%	1.1	0.28	1177	-3%	0.2%	-7%	-0.5%	-1.2%	5%
> COc1ccc(NC(=O)c2ccc(Cl)c(NC(=O)c3ccncc3)c2)cc1
  3%	1	-0.78	1437	-3%	1.4%	-3%	-0.8%	-1.8%	-7%
> COCC(C)n1c(C)cc(C(=O)CSc2nc(C)c(C)c(C)n2)c1C (stereo not given)
  -6%	.	0.32	1050	.	9.8%	.	-0.2%	.	7%
> CCCCn1c(=O)[nH]c(=O)c2c1nc(CN1C(=O)c3ccccc3S1(=O)=O)n2CCC
  7%	1.1	0.8	1039	-3%	0.6%	-1%	0.1%	-1.1%	5%
> NNC(=S)NCc1ccc2c(c1)OCO2
  7%	1.1	0.69	2192	16%	0.1%	14%	0.0%	-1.2%	7%
> Cc1ccc(NC(=O)NC2(C(=O)NCc3ccccc3)CCCCC2)cc1
  -7%	1.1	0.22	1872	-2%	-0.9%	-2%	-0.7%	-1.1%	4%
> CC(C)CCn1c(SCC(=O)c2ccccc2)nc2c1c(=O)[nH]c(=O)n2C
  -4%	1	-1.2	1764	4%	0.4%	3%	0.4%	-1.2%	11%
> CC(=O)N1CCN(CC(=O)Nc2ccc(C)c(S(=O)(=O)N(C)C)c2)CC1
  12%	1	0.23	1386	1%	-0.2%	-4%	0.1%	1.7%	5%
> COc1ccc(CC(=O)Nc2cc(S(=O)(=O)N3CCCCC3)ccc2C)cc1OC
  -4%	1.2	-0.59	837	5%	-1.2%	4%	-1.2%	-9.0%	14%
> CCN(CC)C(=O)c1cccc2nc3ccccc3nc12
  -1%	.	-0.31	911	.	-0.8%	.	0.0%	.	25%
> CCCN(CCC)C(=O)Cn1c2ccccc2c2nc(=O)cc(C)n21
  -9%	1.2	-0.67	1105	-8%	2.3%	-14%	.	3.0%	6%
> CC(=O)ONC(=Nc1ccccc1)c1nonc1N
  -2%	.	0.17	1011	.	0.0%	.	-0.3%	.	0%
> O=C(NCc1ccc(/C=N\NC(=O)C(=O)Nc2ccccc2Br)o1)C(=O)Nc1ccccc1
  -2%	.	.	.	.	2.8%	.	?	.	8%
> O=C(N/N=C/c1ccc(O)cc1)c1nc(-c2ccccc2)n(-c2ccccc2)n1
  14%	1.2	0.1	1328	-3%	3.2%	-5%	-0.4%	-2.5%	37%
> CCOC(=O)N1CCN(c2cc(=O)n(-c3ccc(Br)cc3)c(=O)[nH]2)CC1
  -4%	1.1	.	.	12%	2.9%	8%	-0.2%	.	6%
> Oc1ccc(/C=N/n2c(COc3ccccc3)n[nH]c2=S)c(O)c1
  -7%	.	.	.	.	1.3%	.	0.3%	.	15%
> CCOCCCNC(=O)c1ccc2c(c1)N(Cc1ccccc1)C(=O)CS2=O (stereo not given)
  10%	1	0.97	1817	15%	0.9%	11%	0.0%	.	5%
> CCOC(=O)c1c(/N=C/c2ccc(O)cc2O)sc2c1CCC2
  33%	1.1	1.3	1384	21%	2.7%	11%	0.3%	-0.7%	19%
> COc1ccc(CC(=O)OCC(=O)Nc2ccc3c(c2)OCO3)cc1
  5%	1.1	-0.01	1286	-2%	-1.2%	1%	0.3%	2.0%	-2%
> CC(=O)Nc1ccc(NC(=O)C(C)OC(=O)c2ccccc2NS(=O)(=O)c2cccs2)cc1 (stereo not given)
  -2%	.	-0.15	1133	.	0.9%	.	0.3%	.	9%
> COc1ccc(C(=O)NCCSCc2ccccc2Cl)cc1OC
  2%	.	.	.	.	?	.	-1.4%	.	11%
> CCN1CC=C2C(C#N)=C(N)C(C#N)(C#N)[C@H](c3cccc(OC)c3OC)[C@H]2C1
  -8%	1.2	.	.	23%	-0.4%	16%	0.3%	.	6%
> CCCCNC(=O)COc1ccccc1C(=O)c1cc(C#N)c(=O)n(CCOC)c1
  -10%	1.1	0.17	1479	9%	-0.2%	-1%	0.0%	-1.9%	7%
> COCCn1c(=S)[nH]c2cc(C(=O)N3CCN(Cc4ccc5c(c4)OCO5)CC3)ccc2c1=O
  0%	1	-0.53	1047	-6%	-1.1%	-4%	-1.1%	-2.2%	-5%
> COC(=O)/C(C#N)=C/c1occc1C
  3%	1	0.03	1320	-8%	0.8%	-3%	-0.1%	2.3%	9%
> O=C(NCCNCc1ccc(F)cc1)c1ccco1
  2%	1	-0.05	800	2%	2.2%	1%	0.0%	-1.8%	0%
> Nc1nc(-c2ccc(Cl)cc2)nn1C(=O)c1ccco1
  -1%	0.8	-2.2	1336	-6%	-0.4%	-14%	-0.3%	-0.7%	1%
> CCOC(=O)N1CCc2c(sc3c2c(=O)n(Cc2ccccc2)c(=O)n3Cc2cccc(C)c2)C1
  -5%	1.1	-1.1	1364	12%	19%	10%	.	5.6%	7%
> COC(=O)CSc1snnc1-c1ccc(F)cc1
  4%	1	.	.	10%	.	6%	0.1%	-3.4%	1%
> Cc1ccc(S(=O)(=O)N2CCOCC2)cc1NC(=O)c1cc(-c2ccccn2)nc2ccccc12
  -5%	.	-0.36	1441	.	-0.9%	.	-1.1%	.	8%
> CCN1C(=O)[C@@H]2Cc3c([nH]c4ccccc34)C(c3ccc(OC)cc3)N2C1=S (stereo not given in full)
  1%	.	.	.	.	21%	.	?	.	15%
> COc1ccc(NC(=O)C23CC4CC(C2)CC(n2cnc(Br)n2)(C4)C3)cc1Cl
  28%	1.1	1.3	886	4%	1.8%	9%	.	-1.6%	26%
> C=CCn1c(=O)[nH]c2cc(C(=O)N3CCN(c4ccc(C(C)=O)cc4)CC3)ccc2c1=O
  6%	1.1	-0.81	959	12%	2.7%	5%	.	5.7%	5%
> Cc1nn2c(Nc3ccccc3)c3c(nc2c1-c1ccccc1)CCC3
  5%	1.2	-0.06	975	11%	3.5%	17%	-0.9%	25%	19%
> COC(=O)CCN1CCN(S(=O)(=O)c2ccccc2Br)CC1
  0%	1	-0.58	1632	-1%	-1.0%	-10%	0.3%	-1.3%	9%
> CC1(C(=O)O)CCC(C(=O)NC2CCCCC2)C1(C)C (stereo not given)
  15%	1.1	.	.	6%	0.8%	10%	0.1%	-3.6%	3%
> CCCOc1ccc(-c2c(C(=O)N/N=C(\C)COc3ccccc3)nnn2-c2nonc2N)cc1
  4%	.	.	.	.	-0.1%	.	-1.1%	.	-2%
> Nc1cc(N)nc(SCC(=O)Nc2cc(S(=O)(=O)N3CCOCC3)ccc2Cl)n1
  -4%	.	.	.	.	1.0%	.	0.6%	.	-2%
> CCN1CCN(CCCOc2ccc(-c3ccccc3)cc2)CC1
  6%	1.1	-0.77	1020	3%	7.3%	-1%	-0.7%	.	0%
> Cc1ccc(C(=O)CC2(O)C(=O)N(CCc3ccccc3)c3ccc(Br)cc32)o1 (stereo not given)
  -7%	0.9	0.47	1185	-4%	2.1%	-15%	-0.2%	0.1%	-2%
> C#CCOCCOCCOCCNc1nc(N2CCN(C(=O)[C@H]([C@@H](C)CC)n3cc([C@@H](N)CC(C)C)nn3)CC2)nc(N2CCN(C(=O)[C@H]([C@@H](C)CC)n3cc([C@@H](N)CC(C)C)nn3)CC2)n1
  -2%	1.3	-0.16	1463	-14%	-1.3%	-15%	0.3%	2.5%	4%
> Cc1cc(C)cc(NC(=O)C(OC(=O)c2sccc2C)c2ccccc2)c1 (stereo not given)
  -11%	1	0.05	1480	19%	0.6%	14%	-0.3%	-1.6%	-1%
